Source: PubChem
CendR NRP1 mod: modulators of CendR peptide binding to NRP-1, primary screen, biochemical, fluorescence polarization, uHTS; actives 0.85% (n = 360,000); AID 602438, 2012; FAM-RPARPAR peptide binding to NRP-1; inhibition, % at 25 µM;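 active means inhibition or corrected inhibition above about 18%, plus a signal ratio from 0.5 to 1.5, limit read from the data, passing the limit was not always enough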; further: strong numbers were not always called active
Scp-1 inhibitor: Scp-1 phosphatase inhibitors, primary screen, biochemical, colorimetric, uHTS | Carboxy-terminal domain RNA polymerase II polypeptide A small phosphatase 1 (Homo … | Recombinant Scp1, phosphopeptide, malachite green phosphate absorbance | inhibition, % at 20 µM | actives 0.88% (n = 340,000);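 active means inhibition above about 50% at 20 µM, limit read from the data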;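 further: plate controls were DMSO wells with enzyme for no effect and wells lacking enzyme for full effect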
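Incubation: 45 min enzyme reaction at room temperature / System: truncated SCP-1 phosphatase (76-261aa) / Reagent: Phospho 17-mer peptide substrate / Buffer or medium: Acidic Tris acetate buffer with magnesium and detergent / Signal: absorbance at 630 nm / Doses: one concentration, 20 µM, with 1.0% DMSO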
SUMO1 PPI mod: modulators of SUMO1 protein-protein interactions, primary screen, biochemical, uHTS; Small ubiquitin-related modifier 1 (Homo sapiens), P63165; SUMO1 binding to a labelled peptide, TR-FRET, 1 h; inhibition, % at 20 µM; actives 0.33% (n = 360,000); in the data active means inhibition above about 37%
Target sequence (P63165 whole entry, looked up): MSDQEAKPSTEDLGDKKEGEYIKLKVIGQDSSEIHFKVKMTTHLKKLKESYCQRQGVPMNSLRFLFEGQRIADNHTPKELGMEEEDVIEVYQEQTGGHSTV
Rpn11 block: Rpn11 (PSMD14) deubiquitinase inhibitors, primary screen, biochemical, fluorescence polarization, uHTS | 26S proteasome non-ATPase regulatory subunit 14 (Homo sapiens), O00487 | human 26S proteasome, Ub4-pepOG fluorescence polarization; 20S core pre-blocked with epoxomicin | calls only at 20 µM | actives 0.59% (n = 360,000) | AID 588493, 2011;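 active means inhibition at 20 µM, scaled to each plate's controls, above about 33%, limit read from the data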
Target sequence (O00487 whole entry, looked up): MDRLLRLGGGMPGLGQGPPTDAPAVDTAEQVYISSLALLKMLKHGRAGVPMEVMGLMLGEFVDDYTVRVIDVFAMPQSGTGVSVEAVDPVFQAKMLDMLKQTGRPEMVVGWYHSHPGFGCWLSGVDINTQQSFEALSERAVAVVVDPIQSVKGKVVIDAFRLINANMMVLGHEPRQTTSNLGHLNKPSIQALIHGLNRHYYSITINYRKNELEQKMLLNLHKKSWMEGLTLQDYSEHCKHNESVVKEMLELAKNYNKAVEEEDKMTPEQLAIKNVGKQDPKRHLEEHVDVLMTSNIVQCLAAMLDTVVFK
DNMT1 inh: human DNMT1 methyltransferase inhibitors, primary screen, biochemical, molecular beacon, fluorescence, HinP1I cleavage, uHTS. DNA (cytosine-5)-methyltransferase 1 (Homo sapiens), P26358. inhibition (reported as % activation of signal), % at 10 µM. actives 0.83% (n = 360,000). AID 588458, 2011; in the data active means inhibition above about 50%
SKN-1 block: suppressors of acrylamide-induced Pgst-4::GFP reporter in worms, primary screen, SKN-1 inhibitor project, whole organism, uHTS, GFP/RFP fluorescence ratio, strain VP596. C. elegans VP596 Pgst-4::GFP/RFP ratio, 24 h. inhibition, % at 21.8 µM. actives 0.49% (n = 360,000);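 active means interference check ratio from 0.5 to 1.5 plus GFP to RFP signal ratio inhibition reaching or exceeding a fixed threshold, cut at about 30% in these data, passing the limit was not always enough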; further: some compounds called inactive have numbers as strong as hits
LMPTP block: LMPTP phosphatase inhibitors, primary screen, biochemical, fluorescence intensity, uHTS | Low molecular weight phosphotyrosine protein phosphatase (Homo sapiens), P24666 | recombinant LMPTP-A, OMFP fluorogenic substrate | inhibition, % at 20 µM | actives 0.22% (n = 360,000) | AID 651560, 2012;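 active means compounds that cut the enzyme signal by at least half of the control window in the single-dose screen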;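 further: plate controls were DMSO wells with enzyme plus substrate for no effect and substrate without enzyme for full effect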
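Test system: LMPTP-A, protein tyrosine phosphatase of low molecular weight; Input: 0.625 nM enzyme; Incubation: 50 min dark incubation at room temperature; Signal: endpoint fluorescence intensity from OMFP dephosphorylation; Read-out basis: % inhibition versus control wells.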
NadD block: inhibitors of S. aureus NadD, primary screen, biochemical, colorimetric, uHTS. AID 602399, 2012. Nicotinate-nucleotide adenylyltransferase NadD (Staphylococcus aureus N315). purified NadD enzyme, colorimetric absorbance read-out. inhibition, % at 20 µM. actives 0.78% (n = 360,000); in the data active means inhibition above about 26%; further: some compounds past the cut are filed as inactive
STEP block: STEP phosphatase inhibitors, primary screen, biochemical, fluorescence intensity, uHTS; recombinant STEP, OMFP fluorogenic substrate; actives 0.25% (n = 360,000); Tyrosine-protein phosphatase non-receptor type 5 (Homo sapiens), P54829; inhibition, % at 20 µM;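 active means inhibition at 20 µM, scaled per plate between control wells, above about 37%, limit read from the data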;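 further: 0% = DMSO with enzyme and substrate and 100% = substrate only without enzyme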
Target sequence (P54829 whole entry, looked up): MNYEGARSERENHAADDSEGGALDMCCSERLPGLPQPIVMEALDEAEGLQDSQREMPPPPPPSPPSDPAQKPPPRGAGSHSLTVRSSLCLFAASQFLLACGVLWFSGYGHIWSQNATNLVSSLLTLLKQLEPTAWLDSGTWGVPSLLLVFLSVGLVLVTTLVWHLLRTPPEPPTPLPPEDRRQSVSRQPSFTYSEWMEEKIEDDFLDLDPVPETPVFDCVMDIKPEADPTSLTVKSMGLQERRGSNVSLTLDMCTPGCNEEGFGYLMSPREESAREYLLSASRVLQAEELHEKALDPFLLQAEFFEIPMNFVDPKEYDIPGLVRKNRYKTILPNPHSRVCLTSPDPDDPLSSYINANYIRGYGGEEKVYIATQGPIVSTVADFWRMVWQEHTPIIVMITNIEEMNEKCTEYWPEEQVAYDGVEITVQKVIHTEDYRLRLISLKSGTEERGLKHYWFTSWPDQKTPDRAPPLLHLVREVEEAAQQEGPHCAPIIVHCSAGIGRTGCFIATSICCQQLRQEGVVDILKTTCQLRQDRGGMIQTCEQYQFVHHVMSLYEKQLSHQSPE
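System: isolated STEP enzyme; schedule: 20 min enzyme reaction at room temperature, protected from light; medium: Bis-Tris buffer pH 6.0, 2.5 mM DTT, 0.005% Tween 20; signal: fluorescence, 480/540 nm; dosing: single compound dose of 20 µM, 1% DMSO final; also added: OMFP substrate, 25 µM final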
MT1-MMP act inh: blockers of MT1-MMP proenzyme processing, primary screen, HT1080 RFP-PRO-GFP cells, GFP/RFP fluorescence; Matrix metalloproteinase-14 (Homo sapiens), P50281; GFP/RFP ratio fluorescence, overnight; percent of plate control window, DMSO zero; GFP/RFP ratio change, % at 20 µM; actives 0.061% (n = 360,000);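 active means GFP/RFP ratio change of at least 30% with cell ATP level not reduced by more than half and red fluorescence within 50% of control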; further: strong numbers were not always called active
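Assay system: HT1080 RFP-PRO-GFP cells | Dosing: 20 µM single dose, 1% DMSO | Incubation: Cells overnight before dosing, compound overnight, 37 °C, 5% CO2 | Evaluation: GFP/RFP fluorescence ratio | Control set: DMSO-only wells and HT1080 RFP-L50D-GFP cell wells as references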
The depositor's hits bear a star; i = inactive; · = no result given.

1	COc1ccccc1/C=N/NC(=O)c1sc(C)nc1C
2	CCCCn1c(SCC(=O)NC(=O)NCc2ccco2)nc2cc(S(N)(=O)=O)ccc21
3	CN1CCN(C(=S)SCC(=O)Nc2nc(-c3ccccc3)c(-c3ccccc3)o2)CC1
4	O=C1CSC(c2ccc(Cl)cc2)N1c1cccnc1 (stereo not drawn)
5	CCOC(=O)[C@]12CCC=C1N(Cc1cccc3ccccc13)C(=O)[C@H](CC(=O)NCc1ccc(C)o1)C2
6	CC1(C)Cc2cccc(OCC(=O)Nc3cccnc3Cl)c2O1

Compound	1	2	3	4	5	6
CendR NRP1 mod	8	-16	-1	0	3	-7
Scp-1 inhibitor	-5	64*	-12	-4	·	-3
SUMO1 PPI mod	-6	5	6	0	4	4
Rpn11 block	i	i	i	i	·	i
DNMT1 inh	2	89*	-15	-1	·	-2
SKN-1 block	6	-3	9	12	13	3
LMPTP block	-0.1	9.2	-5.5	-1.2	3.6	0.9
NadD block	-6	17	0	-2	-3	-3
STEP block	1	2	7	2	·	-2
MT1-MMP act inh	0	-7	7	-2	6	1

7	Cc1ccc(S(=O)(=O)N2CCC(C(=O)Nc3ccc(S(=O)(=O)N4CCOCC4)cc3)CC2)cc1
8	COc1ccc(CNC(=O)C(C)N2C(=O)NC3(CCCCCCC3)C2=O)cc1 (stereo not drawn)
9	COc1ccc(C(O)c2ncc(-c3ccccc3Cl)[nH]2)cc1 (stereo not drawn)
10	Cn1c(=O)n(-c2cccc(Cl)c2)c(=O)c2c3c(sc21)COC(C)(C)C3
11	COc1ccc(OC)c(S(=O)(=O)N2CCC(C(=O)NCc3ccc4c(c3)OCO4)CC2)c1
12	CSc1ncccc1C(=O)OCC(=O)c1[nH]c(C)c(C(C)=O)c1C

Compound	7	8	9	10	11	12
CendR NRP1 mod	5	15	3	0	3	1
Scp-1 inhibitor	-18	1	·	-11	-10	18
SUMO1 PPI mod	-2	-2	27	4	2	0
Rpn11 block	i	i	i	i	i	i
DNMT1 inh	-4	0	4	-6	-2	7
SKN-1 block	-24	-20	0	12	11	-4
LMPTP block	1.1	-0.7	-0.3	-0.9	0.3	1.4
NadD block	-7	-3	4	-8	-9	1
STEP block	-2	-2	-1	5	0	0
MT1-MMP act inh	-5	-4	9	6	-2	3

13	Oc1ccccc1-c1nnc(COc2ccc(Cl)cc2Cl)o1
14	Cc1ccc(NC(=O)NCc2ccc3c(c2)OCO3)c(C)c1
15	CC1=C(C(=O)N2CCOCC2)CC(CC(=O)NCc2cccs2)C(=O)N1CCC1=CCCCC1 (stereo not drawn)
16	CC1Cc2ccccc2N1C(=O)COc1ccc2c(c1)OCO2 (stereo not drawn)
17	C[C@H](CO)N1C[C@H](C)[C@@H](CN(C)Cc2ccncc2)Oc2c(NS(=O)(=O)c3cn(C)cn3)cccc2C1=O
18	S=C(NCCN1CCOCC1)N/N=C/c1c2ccccc2cc2ccccc12

Compound	13	14	15	16	17	18
CendR NRP1 mod	-6	1	9	5	-5	-19
Scp-1 inhibitor	11	-7	·	-4	57*	1
SUMO1 PPI mod	1	7	-4	-3	0	-13
Rpn11 block	i	i	i	i	i	·
DNMT1 inh	5	5	0	1	4	2
SKN-1 block	1	3	2	1	6	11
LMPTP block	1.1	-0.7	-1.2	-1.0	-0.7	-0.6
NadD block	-2	5	1	-5	5	-4
STEP block	-1	2	0	0	0	0
MT1-MMP act inh	6	0	-1	-3	1	-52

19	CCCCCCCCN1[C@@H](CC(=O)O)c2ccc(C(F)(F)F)cc2S1(=O)=O
20	Cc1ccc(S(=O)(=O)c2cc(N3CCOCC3)nc(-c3ccccc3)n2)cc1
21	Cc1cc(N(C)C)nc(Nc2ccccc2)n1
22	O=C(NCc1ccccc1)C1=C[C@H](c2ccc(Br)cc2)C[C@H](OCc2ccc(CO)cc2)O1
23	Cc1cc(OCc2cc(C(=O)N(Cc3nccn3C)C(C)C)no2)cc(C)c1Cl
24	CCN1CCN(S(=O)(=O)c2ccc(OC)c(Br)c2)CC1

Compound	19	20	21	22	23	24
CendR NRP1 mod	28*	-6	13	-18	5	1
Scp-1 inhibitor	-3	-7	-5	-7	-5	-7
SUMO1 PPI mod	7	1	1	-9	0	0
Rpn11 block	i	i	i	i	i	i
DNMT1 inh	19	0	2	-19	0	2
SKN-1 block	4	15	23	5	3	-1
LMPTP block	-0.1	1.3	0.6	3.6	-0.4	-2.2
NadD block	-4	-4	-7	-17	-7	-3
STEP block	1	3	-1	0	-2	1
MT1-MMP act inh	3	-5	-5	6	4	0

25	O=c1cc(-c2ccccc2Cl)oc2cccc(O)c12
26	CC(=O)N1CCC(C(=O)N2c3ccccc3N=C(c3ccc4c(c3)OCO4)C2C(=O)NCc2ccccc2)CC1 (stereo not drawn)
27	O=C(Nc1cccnc1)c1ccc(Br)c(S(=O)(=O)N2CCCC2)c1
28	CCCCNCC1C(Oc2ccc(Cl)cc2)C(=O)N1c1ccccc1C (stereo not drawn)
29	Cc1cccc(NC(=O)Nc2ccc([N+](=O)[O-])cc2)n1
30	O=C(NC1CCCCCC1)c1cc2ccccc2oc1=O

Compound	25	26	27	28	29	30
CendR NRP1 mod	3	-5	6	-2	-2	10
Scp-1 inhibitor	9	·	-2	3	-2	-2
SUMO1 PPI mod	0	-19	6	1	16	-18
Rpn11 block	i	·	i	i	i	i
DNMT1 inh	7	·	-4	-1	25	1
SKN-1 block	-1	-3	3	-10	4	-3
LMPTP block	48	-0.3	1.1	-0.6	5.1	1.2
NadD block	-3	·	-4	-3	0	-2
STEP block	4	·	3	1	3	2
MT1-MMP act inh	-1	6	5	-5	-3	-1

31	O=C(COC(=O)c1ccccc1NCCO)NCCC1=CCCCC1
32	COc1ccc2c(c1)SCC/C2=C\CN1C(=O)CCC1=O
33	O=C(Nc1cccnc1)c1cnc2ccccc2n1
34	N#CCc1c(C#N)c(N)nc(N2CCN(c3ccc(F)cc3)CC2)c1C#N
35	CCOc1ccc(CCNC(=O)CN2C(=O)NC3(CCCCCC3)C2=O)cc1OCC
36	CCOC(=O)c1c(C)[nH]c(C(=O)CSc2nnc(C3CC3)n2N)c1C

Compound	31	32	33	34	35	36
CendR NRP1 mod	-3	-2	-4	-18	18	4
Scp-1 inhibitor	0	-11	-3	-10	-6	-6
SUMO1 PPI mod	7	-1	-28	2	48*	1
Rpn11 block	i	i	i	i	i	i
DNMT1 inh	1	-4	0	-3	2	-3
SKN-1 block	5	8	-11	-7	-9	-11
LMPTP block	1.5	-0.3	1.4	-0.3	-1.2	0.2
NadD block	0	-15	4	7	1	10
STEP block	-1	0	0	0	1	-1
MT1-MMP act inh	2	-1	0	1	3	3

An excerpt from above in order of the SKN-1 block value, lowest first.
| nr | SMILES | SKN-1 block |
| --- | --- | --- |
| 33 | O=C(Nc1cccnc1)c1cnc2ccccc2n1 | -11 |
| 35 | CCOc1ccc(CCNC(=O)CN2C(=O)NC3(CCCCCC3)C2=O)cc1OCC | -9 |
| 34 | N#CCc1c(C#N)c(N)nc(N2CCN(c3ccc(F)cc3)CC2)c1C#N | -7 |
| 31 | O=C(COC(=O)c1ccccc1NCCO)NCCC1=CCCCC1 | 5 |

Reprinted at random: 2 records from the list
34	N#CCc1c(C#N)c(N)nc(N2CCN(c3ccc(F)cc3)CC2)c1C#N
31	O=C(COC(=O)c1ccccc1NCCO)NCCC1=CCCCC1

Compound	34	31
CendR NRP1 mod	-18	-3
Scp-1 inhibitor	-10	0
SUMO1 PPI mod	2	7
Rpn11 block	i	i
DNMT1 inh	-3	1
SKN-1 block	-7	5
LMPTP block	-0.3	1.5
NadD block	7	0
STEP block	0	-1
MT1-MMP act inh	1	2

(cont.)
37	CN1CCC(N(C)CC(O)c2ccccc2)CC1 (stereo not drawn)
38	Cc1ccc(-c2nnc(SCC(=O)Nc3ccc4c(c3)OCCO4)n2N)cc1
39	O=C(CN1C(=O)c2ccccc2C1=O)C(O)CN1C(=O)c2ccccc2C1=O (stereo not drawn)
40	CC(=O)c1cccc(NC(=O)N2CCCC2C(=O)NCc2ccc(C)cc2)c1 (stereo not drawn)
41	COc1cccc(CN2CC(C(=O)NC3CCC(O)CC3)CCC2=O)c1 (stereo not drawn)
42	Cc1cccc(C(=O)NC2CCN(S(=O)(=O)c3ccc(F)cc3)CC2)c1
43	COc1ccccc1N1CCN(C(=O)c2ccco2)CC1

Compound	37	38	39	40	41	42	43
CendR NRP1 mod	10	-16	7	9	20	-5	0
Scp-1 inhibitor	-1	-7	·	-8	-2	-1	-3
SUMO1 PPI mod	-1	4	-11	-2	-8	4	0
Rpn11 block	i	i	i	i	i	i	i
DNMT1 inh	0	0	-4	-6	0	0	0
SKN-1 block	-1	8	7	16	-13	10	6
LMPTP block	-5.8	-1.1	-0.8	0.4	-0.4	-0.1	-0.1
NadD block	1	-2	1	11	8	-2	4
STEP block	-1	-7	-1	-2	1	-3	1
MT1-MMP act inh	0	0	3	2	2	-4	-4

Compounds as they come. About 3.9% of those tested had a hit in this group.
